FEN1 inhibitor = human FEN1 inhibition; P39748; Potency, µM (top dose mostly 114 µM), for inactives: top-dose activity change, negative = inhibition, most hits filed as inhibitors; AID 588795; Recombinant FEN1 flap cleavage, fluorescence, 15 min; actives 0.35% (n = 390,000); further: nearly all actives have a fitted effect of over 65% in size
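Compounds are tested as a concentration series against 10 nM FEN1; after a 15 min room-temperature preincubation, 50 nM substrate starts cleavage, with plate reads at 0 and 15 min. Normalized responses are fitted by a Hill equation.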
N370S GC = inhibitors or activators of N370S glucocerebrosidase for Gaucher disease | actives 0.092% (n = 330,000) | AID 2101 | Potency, µM (highest dose often 59.4 µM), for inactives: top-dose activity change, negative = inhibition, actives largely listed as inhibitors | N370S GC spleen homogenate, 4MU-glucoside fluorescence | P04062;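 further: 0% = full enzyme activity and -100% = no enzyme basal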
GCN5L2 inh = blocks human GCN5L2 histone acetyltransferase. Q92830. GCN5L2 HAT assay, ThioGlo1 CoA-SH fluorescence. Potency, µM (highest dose often 58.9 µM), for inactives: at the top dose activity change, negative = inhibition, most hits filed as inhibitors. actives 0.21% (n = 390,000)
Target sequence (Q92830 whole entry, looked up): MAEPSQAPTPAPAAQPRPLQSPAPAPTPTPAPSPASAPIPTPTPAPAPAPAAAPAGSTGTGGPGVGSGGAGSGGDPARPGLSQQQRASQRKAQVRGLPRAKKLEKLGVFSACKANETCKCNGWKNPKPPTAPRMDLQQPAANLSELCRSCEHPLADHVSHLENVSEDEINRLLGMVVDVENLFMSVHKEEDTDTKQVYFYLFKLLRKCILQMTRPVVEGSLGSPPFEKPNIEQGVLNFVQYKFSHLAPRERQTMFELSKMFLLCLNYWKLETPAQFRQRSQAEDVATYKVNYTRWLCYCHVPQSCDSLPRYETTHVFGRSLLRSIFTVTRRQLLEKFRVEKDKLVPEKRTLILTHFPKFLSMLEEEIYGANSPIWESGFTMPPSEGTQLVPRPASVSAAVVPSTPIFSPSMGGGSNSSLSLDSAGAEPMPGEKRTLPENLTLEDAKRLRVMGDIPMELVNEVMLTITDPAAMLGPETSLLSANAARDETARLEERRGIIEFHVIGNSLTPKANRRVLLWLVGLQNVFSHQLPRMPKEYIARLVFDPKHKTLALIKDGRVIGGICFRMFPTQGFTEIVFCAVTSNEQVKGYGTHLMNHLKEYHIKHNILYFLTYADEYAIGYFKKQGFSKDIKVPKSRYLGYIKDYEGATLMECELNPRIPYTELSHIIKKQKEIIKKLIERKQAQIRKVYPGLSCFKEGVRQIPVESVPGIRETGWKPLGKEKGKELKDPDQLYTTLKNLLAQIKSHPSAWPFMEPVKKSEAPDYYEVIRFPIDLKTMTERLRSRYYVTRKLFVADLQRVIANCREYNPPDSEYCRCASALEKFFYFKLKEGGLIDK
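ThioGlo1-coupled HAT assay: 20nM GCN5L2, 70uM acetyl-CoA, 75uM H3(1-25) peptide, pH 7.5. Fluorescence read at 340/540nm at start and after 20 min at room temperature.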
* = called active by the depositor; ? = inconclusive; . = no result given; [ ] = dose if it differs, or a comment. The call rests on the fitted dose curve; in most records, active means well fitted curve in the direction sought with a large enough effect; inconclusive means small, poorly fitted or top-dose-only effect, or another doubt; inactive means no such curve, though single readings can be large; an effect the other way counts as inactive or inconclusive. Unless noted, on the % scale 0 is the no-effect control and ±100 the full control effect; potency means the concentration at half of the fitted maximal effect.

SMILES | FEN1 inhibitor | N370S GC | GCN5L2 inh
Cc1cccc(N2CCN(C(=O)CCc3nnc4n(CC(C)C)c(=O)c5ccccc5n34)CC2)c1C | 12% | . | -2%
COc1cc(NC(=O)Cn2c(=O)n(Cc3ccco3)c(=O)c3sc4ccccc4c32)cc(OC)c1 | 6% | . | -3%
O=C(O)c1c2c(nc3ccccc13)/C(=C/c1c(F)cccc1F)CCC2 | 1% | 1% | -7%
Cc1ccc(CNC(=O)CCc2c(C)nn(-c3ccc(N4CCCCC4)nn3)c2C)cc1 | 20% | . | -2%
CCN1CCN(C(=O)C2CCN(S(=O)(=O)c3cc(Cl)ccc3Cl)CC2)CC1 | 5% | -23% | -1%
COc1ccccc1N1CCN(C(=O)C(Cc2ccccc2)NC(=O)C2CCCCC2)CC1 (stereo not drawn) | ? | 3% | -8%
CN(c1ccccc1C(=O)N1CCN(c2ccccc2F)CC1)S(=O)(=O)c1ccccc1 | -3% | -10% | -28%
CCOC(=O)c1ccc(NC(=O)CCn2nnc3ccccc32)cc1 | 2% | -1% | 0%
O=c1c2c(nc3c(-c4cccc(Br)c4)c[nH]n13)CCCC2 | -2% | 4% | -6%
CCCSc1oc(-c2ccco2)nc1S(=O)(=O)c1ccc(C)cc1 | -25% | ? | -8%
CCc1ccc(NC(=O)N2c3ccccc3Sc3ccccc32)cc1 | -1% | . | 2%
COc1ccccc1-c1cc2nc(C)c(CCC(=O)NCc3cccc(Cl)c3)c(C)n2n1 | -2% | . | -9%
CCCCCn1c(=O)c(-c2nc3ccccc3c(=O)[nH]2)c(O)c2ccccc21 | . | 1% | -5%
CCCCN(CCCNC(=O)c1ccc(CS(=O)(=O)c2ccc(OC)cc2)o1)Cc1ccccc1 | -7% | -2% | 2%
N=c1n(CCOc2ccccc2)c2ccccc2n1CCN1CCOCC1 | 7% | -2% | -16%
O=C(O)CCC(=O)N1CCC(n2nnc3cc(C(F)(F)F)ccc32)CC1 | -5% | -11% | -6%
CC1(CCc2ccccc2)NC(=O)N(CC(=O)Nc2ccc(OC(F)F)cc2)C1=O (stereo not drawn) | -9% | . | -6%
CC1CCN(c2c(NCc3ccc(C(=O)NCc4ccccc4)cc3)c(=O)c2=O)CC1 | 5% | -1% | -5%
O=C(NNc1ccccc1)C(=O)NNS(=O)(=O)c1ccc([N+](=O)[O-])cc1 | -9% | 4% | -7%
CC(C)(C)NC(=O)CSc1ccc(C(C)(C)C)cc1 | -9% | 8% | -8%
Cc1cc(OC(C)C(=O)N2CCN(CCc3ccccn3)CC2)ccc1Cl (stereo not drawn) | 22% | . | -8%
O=S(=O)(c1ccc(Cl)cc1)N1CCn2c1nc1ccccc12 | -4% | -18% | -6%
Cc1ccc(S(=O)(=O)N2CCOCCOCCOCCOCCOCC2)cc1 | -1% | -13% | -13%
COc1ccc(S(=O)(=O)N2CCOCC2)cc1NS(=O)(=O)/C=C/c1ccccc1 | 4% | -5% | -2%
O=S(=O)(c1cccc2nsnc12)N1CCCC1 | -9% | 4% | -22%
Cc1ccc(N(CC(=O)N2CCN(c3cccc(C)c3C)CC2)S(=O)(=O)c2c(C)nn(C)c2C)cc1 | -10% | . | -10%
C#CCNC(=O)C1=C[C@@H](c2cn(C(C)=O)c3ccccc23)C[C@@H](OCc2ccc(CO)cc2)O1 | 3% | 5% | 5%
COC(=O)c1ccc(Cn2nc(C(F)(F)F)cc2C)cc1 | -14% | -5% | 5%
CCC/C(=N/NC(=O)c1csc(C)c1C)c1ccc(Cl)s1 | -11% | 6% | 1%
CCOC(=O)C1=C(C)NC(=O)NC1c1ccc(OCC(=O)Nc2ccccc2)c(OC)c1 (stereo not drawn) | -3% | 4% | -2%
COc1ccc(CNCc2ccc(F)cc2)c(OC)c1 | 22% | -2% | -2%
CN(C)S(=O)(=O)c1cccc(NC(=O)NCCCl)c1 | -4% | -24% | -2%
Cc1c(C(=O)Nc2ccc(Cl)cc2)c2ccccn2c1CCc1ccncc1 | -7% | 6% | -10%
Cc1ccccc1OC(=O)CCC(=O)OCCCC(F)(F)C(F)(F)F | -20% | -8% | -14%
COc1cc(C[C@@H]2C(=O)OC[C@H]2Cc2ccc(OC)c(OC)c2)ccc1O | 15% | . | -4%
CC(/C=C1\SC(=S)N(CC(=O)O)C1=O)=C\c1ccccc1 | 6% | -22% | ?
Cn1ccc2cc(-c3ccc4ncnc(NCc5cccnc5)c4c3)ccc21 | . | -19% | -4%
Cc1nc(N/C(N)=N/S(=O)(=O)c2ccc([N+](=O)[O-])cc2)nc2ccccc12 | -2% | -5% | 0%
Cc1ccc(S(=O)(=O)N(C)CC(=O)N2CC(C)OC(C)C2)cc1 (stereo not drawn) | 17% | -1% | 1%
CC/C(=N\NS(C)(=O)=O)c1ccccc1 | 7% | -3% | -2%
CN(c1ccc(OCC(=O)N2CCOCC2)cc1)S(=O)(=O)c1ccc(F)cc1 | -10% | -1% | 0%
CCN(CC)S(=O)(=O)c1ccc(N2CCOCC2)c(NC(=O)C2=COCCO2)c1 | -1% | -7% | -18%
Cc1cc(C)n2nc(C(=O)OCC(=O)N(C)CC(=O)Nc3ccc(F)cc3)nc2n1 | -1% | . | 2%
Cc1cc(C)c2c(c1)c1nnc(SCCN3CCCCC3)nc1n2C | -10% | -10% | -2%
NC(=S)N/N=C1/CCSc2ccc3ccccc3c21 | -6% | ? | 7%
CC(C)(C)NC(=S)NNC(=O)c1ccccc1Cl | 6% | 18% | 19%
Cc1ccc(Cl)cc1NC(=O)CSc1nncn1-c1ccccn1 | 2% | 9% | -9%
CCCOc1ccccc1NC(=O)/C=C/C(N)=O | -15% | -4% | -7%[0.501 µM]
Cc1cnc(CNC(=O)CC2C(=O)NCCN2Cc2ccccc2C(F)(F)F)cn1 (stereo not drawn) | 3% | -2% | -2%
CC(C)CCSc1nnc2n(-c3ccccc3)c(=O)c3c4c(sc3n12)CC(C)CC4 (stereo not drawn) | 1% | . | -1%
COc1ccc(Cl)cc1NC(=O)C(C)N(C)Cc1cccc(Cl)c1Cl (stereo not drawn) | 13% | 28% | 3%
Cc1cccc(OCc2nnc(SCC(=O)Nc3cccc(C(=O)N4CCOCC4)c3)n2C)c1 | -10% | -2% | -5%
COc1ccc(OC)c(CCNC(=O)c2ccc3c(c2)N(Cc2ccc(C)cc2)CCS3)c1 | -17% | . | -3%
Cc1cc(C)n(/C(=C\N(C)C)C(=O)c2cccc([N+](=O)[O-])c2)n1 | -1% | -1% | -4%
O=C(CN1C(=O)c2ccccc2C1=O)N(CCO)Cc1ccccc1 | -6% | 2% | -18%
COc1ccc(C(=O)N/C(N)=N/c2nc3ccccc3o2)cc1 | -1% | -6% | -3%
O=C(O)c1ccc(-n2cccc2/C=N\NC(=O)c2cc3cc(Br)ccc3o2)cc1 | ? | -6% | ?
O=c1c(Cc2c(F)cccc2Cl)c(O)ccn1CCCN1CCOCC1 | -2% | -4% | -2%
Cc1cc(C(=O)N2CCN(c3ccccc3Cl)CC2)c(C)o1 | 12% | . | -1%
Cc1ccc(Cn2c(CCNC(=O)C(C)C)nc3ccccc32)cc1 | -6% | . | -11%

Further compounds
SMILES | FEN1 inhibitor | N370S GC | GCN5L2 inh
Cc1nc2ccc(NC(=O)c3ccc(S(=O)(=O)N(C)c4ccccc4)cc3)cc2s1 | -6% | -3% | -9%
CNS(=O)(=O)c1cccc(C(=O)OCC(=O)N(Cc2ccccc2)C(C)(C)C)c1 | -6% | -4% | 1%
COc1ccc(C(=O)Nc2nc3cc(OC)c(OC)cc3c(=O)[nH]2)cc1 | -19% | -12% | -8%
O=C(Cn1ncn2c(cc3ccccc32)c1=O)NCCC1=CCCCC1 | 3% | 7% | 0%
Cc1ccc(/C(O)=C2/C(=O)C(=O)N(CCN3CCOCC3)C2c2ccccn2)cc1 (stereo not drawn) | -4% | -11% | -20%
COC(=O)c1ccccc1NC(=O)Nc1nnc(N2CCCCC2C)s1 (stereo not drawn) | -15% | 5% | 0%
CCOc1ccc(NS(=O)(=O)c2cccc(C(=O)N(C)Cc3ccco3)c2)cc1 | -17% | . | -1%
Cc1c(C(=O)NCc2ccc3c(c2)OCO3)sc2nc(-c3ccccc3)cn12 | 6% | 1% | -10%
COc1cc(CCC(=O)OCC(=O)Nc2ccccc2C(C)C)cc(OC)c1OC | -4% | -10% | 27%
C/C(N)=C(/C#N)C(=O)CN1CCCCC1 | -2% | 3% | -1%
CCOc1ccc(CCNC(=O)c2cc3c(-c4ccccc4F)nn(C)c3s2)cc1OCC | -13% | . | -10%
CCC(CO)Oc1cc(NCc2ccccc2)c2ncn(C(C)C)c2c1 (stereo not drawn) | -3% | . | -10%
COC(=O)/C=C1\SC(=Nc2ccc(OC)cc2)NC1=O | 11% | -8% | 2%
O=C(Nc1ccccc1)C(Cc1ccccc1)NC(=O)C12CC3CC(CC(C3)C1)C2 (stereo not drawn) | -17% | 7% | 3%
CC(OC(=O)c1cc2sccc2n1C)C(=O)NC(C)(C)C (stereo not drawn) | 11% | 9% | -2%

Arranged by the number under GCN5L2 inh (rising): three of the compounds above.
| SMILES | GCN5L2 inh |
| --- | --- |
| Cc1c(C(=O)NCc2ccc3c(c2)OCO3)sc2nc(-c3ccccc3)cn12 | -10% |
| Cc1ccc(Cl)cc1NC(=O)CSc1nncn1-c1ccccn1 | -9% |
| CCC/C(=N/NC(=O)c1csc(C)c1C)c1ccc(Cl)s1 | 1% |

Later entries
SMILES | FEN1 inhibitor | N370S GC | GCN5L2 inh
O=[N+]([O-])c1ccc(-n2nnnc2CN2CCOCC2)cc1 | -1% | 1% | -4%
Nc1ccc(Nc2ccccc2)cc1 | -6% | -4% | -9%
CCc1ccccc1N1CC(C(=O)Nc2cc(S(=O)(=O)N3CCCC3)ccc2Cl)CC1=O (stereo not drawn) | -9% | . | -11%
O=c1c2ccccc2nnn1CSc1nnc2ccccn12 | 0% | 3% | 0%
Cc1ccc(C(=O)NC(C)CCc2ccccc2)cc1[N+](=O)[O-] (stereo not drawn) | -2% | 11% | 6%
COC(=O)[C@@]12CCCCN1[C@H](c1ccc(-c3ccc(F)cc3)c(OC)c1)[C@H]1C(=O)N(C)C(=O)[C@H]12 | -2% | . | -10%
CCOC(=O)N1CCN(CCC(=O)Nc2cccc(Cl)c2C)CC1 | 8% | -5% | ?
COc1cc(-c2nnc(SCC(=O)Oc3ccccc3Cl)o2)cc(OC)c1OC | 15% | . | -8%
O=S(=O)(c1ccc2c(c1)N(Cc1ccc(Cl)cc1)C1CCCN21)N1CCOCC1 (stereo not drawn) | -5% | 5% | 0%
Cc1nn(CC(=O)Nc2nnc(CC(=O)N3CCCC3)s2)c(=O)c2ccccc12 | -4% | -3% | -1%
CC(C)Cc1ccc(S(=O)(=O)NCC2CCCO2)cc1 (stereo not drawn) | 13% | 3% | -1%
COC(=O)c1cc2nc(-c3ccccc3)cc(C)n2n1 | 9% | 8% | -4%
COc1ccc(S(=O)(=O)N2CCN(CC(=O)NCC3(N4CCOCC4)CCCCC3)CC2)cc1 | -8% | . | -5%
O=C(COc1ccc(S(=O)(=O)NCCc2ccccc2)cc1)N1CCCC1 | -5% | -12% | -1%
CCN1CCN(c2oc(/C=C/c3ccccc3)nc2C#N)CC1 | 0% | ? | 0%

Of the compounds above, these contain fluorine.
SMILES | FEN1 inhibitor | N370S GC | GCN5L2 inh
O=C(O)c1c2c(nc3ccccc13)/C(=C/c1c(F)cccc1F)CCC2 | 1% | 1% | -7%
CN(c1ccccc1C(=O)N1CCN(c2ccccc2F)CC1)S(=O)(=O)c1ccccc1 | -3% | -10% | -28%
O=C(O)CCC(=O)N1CCC(n2nnc3cc(C(F)(F)F)ccc32)CC1 | -5% | -11% | -6%
CC1(CCc2ccccc2)NC(=O)N(CC(=O)Nc2ccc(OC(F)F)cc2)C1=O (stereo not drawn) | -9% | . | -6%
COC(=O)c1ccc(Cn2nc(C(F)(F)F)cc2C)cc1 | -14% | -5% | 5%
COc1ccc(CNCc2ccc(F)cc2)c(OC)c1 | 22% | -2% | -2%
Cc1ccccc1OC(=O)CCC(=O)OCCCC(F)(F)C(F)(F)F | -20% | -8% | -14%
CN(c1ccc(OCC(=O)N2CCOCC2)cc1)S(=O)(=O)c1ccc(F)cc1 | -10% | -1% | 0%
Cc1cc(C)n2nc(C(=O)OCC(=O)N(C)CC(=O)Nc3ccc(F)cc3)nc2n1 | -1% | . | 2%
Cc1cnc(CNC(=O)CC2C(=O)NCCN2Cc2ccccc2C(F)(F)F)cn1 (stereo not drawn) | 3% | -2% | -2%
O=c1c(Cc2c(F)cccc2Cl)c(O)ccn1CCCN1CCOCC1 | -2% | -4% | -2%
CCOc1ccc(CCNC(=O)c2cc3c(-c4ccccc4F)nn(C)c3s2)cc1OCC | -13% | . | -10%
COC(=O)[C@@]12CCCCN1[C@H](c1ccc(-c3ccc(F)cc3)c(OC)c1)[C@H]1C(=O)N(C)C(=O)[C@H]12 | -2% | . | -10%

High-throughput results as filed in PubChem BioAssay.

Compounds as they come; overall some 0.54% were active at least once.
